Assay outcomes: PubChem BioAssay, several laboratories
HEK293 NOD2/NF-kB: NOD2 signaling inhibitors, cell-based, luminescence, uHTS, HEK293 (AID 1566); HEK293 NOD2/NF-kB luciferase reporter, luminescence; higher % means a stronger effect; inhibition, % at 4 µM, or EC50 in µM where a hit was titrated; 0.63% of 290,000 active; further: many of its hits are not listed in these tables
AID2073: inhibitors of Mint1-CaV2.2 protein interaction, biochemical, HTRF (AID 2073); 0.19% of 290,000 active; inhibition, % at 20 µM; hits with a dose series show IC50 in µM; HTRF protein-protein interaction, Mint1-CaV2.2; higher % means a stronger effect; Voltage-dependent N-type calcium channel subunit alpha-1B (Homo sapiens); in the data active means inhibition mostly above about 51%, no sharp cut-off; further: some results filed as inactive read as strong as hits
KOR beta-arrestin-1: KOR agonists, beta-arrestin recruitment, primary screen, cell-based, luminescence, uHTS (AID 1777); Kappa-type opioid receptor (Homo sapiens); KOR beta-arrestin recruitment, luminescence; higher % means a stronger effect; activation, % at 10 µM; hits with a dose series show EC50 in µM; 0.02% of 280,000 active; in the data active means activation above about 50%, passing the limit was not always enough; further: a part of the inactive calls stands beside numbers as strong as those of hits
GPR55 activation: GPR55 agonists via beta-arrestin recruitment, primary screen, imaging, U2OS cells, beta-arrestin-GFP redistribution (AID 1961) | 0.048% of 290,000 active | U2OS GPR55 beta-arrestin-GFP redistribution imaging; higher % means a stronger effect | G-protein coupled receptor 55 (Homo sapiens) | one-dose activation, % at 10 µM; EC50 in µM for titrated hits;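 active means activation above 40% with more than 50 cells counted in the well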;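 further: U2OS osteosarcoma cells stably expressing GPR55 and beta-arrestin-GFP; plate controls were DMSO negative control for no effect and LPI positive control for full effect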
M17LAP inhibition: P. falciparum M17LAP inhibitors, primary screen, biochemical, fluorogenic H-Leu-NHMec substrate, 1536-well (AID 1619) | Leucine aminopeptidase (Plasmodium falciparum (isolate 3D7)) | recombinant M17LAP, H-Leu-NHMec fluorogenic kinetic assay; higher % means a stronger effect | one-dose inhibition, % at 30 µM; IC50 in µM for titrated hits | 0.38% of 220,000 active;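 active means compound inhibiting the enzyme by more than half at any dose during confirmatory dose-response retesting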;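 further: plate controls were full reaction with DMSO carrier for no effect and no enzyme background for full effect; strong numbers were not always called active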
Dynein transport: inhibitors of GR-EGFP nuclear translocation, primary screen, dynein cargo transport inhibitor project, imaging, high-content, 3617.4 mouse cells; test concentration mostly 20 µM; stimulated with dexamethasone, 1 µM; active compounds read low; z-score, hits read low; 0.47% of 220,000 active;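 active means plate z-score of nuclear minus cytoplasmic receptor signal below a set negative limit, without overly bright fluorescence or cell loss, cut at about -3.5 in these data, passing the limit was not always enough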;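 further: z-score of nuclear minus cytoplasmic ring GR-EGFP intensity difference per well; some compounds called inactive have numbers as strong as hits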
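medium = tetracycline-free induction medium containing charcoal-stripped FBS | also added = 1.0 µM final dexamethasone stimulus | schedule = 48 h induction, 1 h compound, 30 min dex at 37 °C | technique = fixed, Hoechst-stained cells imaged at 10x for EGFP | measure = GR-EGFP nuclear translocation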
P. falciparum M1AAP: P. falciparum M1AAP inhibitors, biochemical, fluorogenic H-Leu-NHMec substrate, 1536-well (AID 1445); Aminopeptidase N (Plasmodium falciparum (isolate 3D7)); recombinant M1AAP, H-Leu-NHMec fluorogenic kinetic assay; higher % means a stronger effect; inhibition, % at 30 µM; hits with a dose series show IC50 in µM; 0.42% of 220,000 active;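 active means primary inhibition above the hit cutoff, then over 50% inhibition at one or more dose response concentrations, cut at about 23% in these data, passing the limit was not always enough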;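 further: plate controls were DMSO full reaction for no effect and no enzyme background for full effect; strong numbers were not always called active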
KOR beta-arrestin-2: KOR antagonists, beta-arrestin recruitment, cell-based, luminescence, uHTS (AID 1778); Kappa-type opioid receptor (Homo sapiens); KOR beta-arrestin recruitment, luminescence, antagonist mode; higher % means a stronger effect; 0.091% of 290,000 active; inhibition, % at 10 µM; hits with a dose series show IC50 in µM; further: strong numbers were not always called active
NOD1 inhibition: NOD1 signaling inhibitors, primary screen, cell-based, luminescence, uHTS (AID 1578); NOD1-driven NF-kB luciferase reporter cells, luminescence; higher % means a stronger effect; one-dose inhibition, % at 4 µM; EC50 in µM for titrated hits; 1% of 290,000 active; in the data active means inhibition mostly above about 36%, no sharp cut-off; inactive means mostly below about 34%;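 further: HEK-293T reporter cells stimulated with the NOD1 agonist gamma-tri-DAP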
Dynein transport cytoplasmic EGFP: second read-out of Dynein transport, no call of its own (marks repeat the call); z-score; measured here: cytoplasmic GR-EGFP intensity; active compounds read high
Dynein transport nuclear GR-EGFP: second read-out of Dynein transport, no call of its own (marks repeat the call); z-score; measured here: nuclear GR-EGFP intensity;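 lower value marks the stronger effect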
Dynein transport cell count: further read-out of Dynein transport, marked with its call; z-score; measured here: cell count per field
The depositor's hits bear a star; / = not tested or not shown; [ ] = dose if it differs, or a comment. Unless noted, no stated cut-off is given here; in the data, active means inhibition above about 50%; inactive means the rest. Not all compounds are listed; count on the stated rates, not on these rows.

SMILES	HEK293 NOD2/NF-kB	AID2073	KOR beta-arrestin-1	GPR55 activation	M17LAP inhibition	Dynein transport	Dynein transport cytoplasmic EGFP	Dynein transport nuclear GR-EGFP	Dynein transport cell count	P. falciparum M1AAP	KOR beta-arrestin-2	NOD1 inhibition
Cc1cccc(Nc2nnc(SCC(=O)NC3CCCc4ccccc43)s2)c1C (centres undefined)	-6.9%	-6.9%	3.5%	-0.2%	10.2%	0.132	-0.0684	-0.0678	-0.634	9.4%	35.6%	2.3%
O=C(CC(NS(=O)(=O)c1ccc(Cl)cc1)c1ccco1)NCc1cccnc1 (centres undefined)	11.3%	10.2%	-3.0%	0.3%	-0.9%	0.443	-0.183	0.563	0.406	6.0%	-8.4%	-0.2%
Cc1ccc(SC[C@H](c2ccccc2)N2CCN(CCc3ccccc3)CCC2=O)cc1	-41.2%	7.4%	10.0%	2.3%	-6.7%	-1.12	-0.545	-0.436	0.217	8.9%	-8.3%	-5.6%
O=C(NC(=S)NCCCN1CCOCC1)c1ccc([N+](=O)[O-])cc1	-8.4%	-9.3%	10.0%	0.0%	10.9%	2.58	-0.186	1.06	-1.55	9.2%	6.1%	-22.7%
COc1ccc(C(C)(C)C)cc1NC(=O)COC(=O)c1cnc(C)cn1	0.3%	-8.4%	0.3%	-0.1%	13.7%	-0.906	-0.28	-0.23	0.729	11.8%	-15.2%	-0.5%
O=[N+]([O-])c1ccc(Sc2ncccn2)c([N+](=O)[O-])c1	-85.9%	-36.9%	3.4%	0.3%	2.1%	-4.84*	0.284*	-1.97*	0.874*	7.6%	13.4%	-8.7%
COc1cc(C(=O)CSc2nccn2C)cc(OC)c1OC	16.7%	-17.5%	1.6%	0.7%	/	/	/	/	/	/	5.9%	-27.5%
CCn1c(O)c(/C=N/N=C2CCCCC2)c2cc(C3=NNC(=O)CC3)ccc21	-25.3%	14.4%	4.5%	-0.2%	11.3%	0.462	0.102	0.183	0.12	4.8%	35.2%	-10.4%
O=C(NCCCN1CCOCC1)c1cc2ccccc2o1	11.2%	1.8%	3.3%	0.0%	-7.3%	-1.06	-0.173	-0.4	1.45	9.8%	-1.5%	-1.2%
CC1(C)CC(=O)c2sc(NS(=O)(=O)Cc3ccccc3)nc2C1	-6.9%	-12.4%	9.3%	-0.3%	32.5%	-0.411	-0.115	-0.836	-0.166	-4.5%	-0.3%	-30.1%
CCNc1nc(-c2ccc(OC(F)F)cc2)c(C)s1	-37.0%	15.7%	6.9%	-0.4%	-0.4%	1.39	0.174	1.22	-1.75	4.3%	-5.3%	-36.9%
Cc1cc(NC(=O)c2cc(F)c(F)cc2Cl)no1	-13.7%	7.1%	1.4%	0.4%	10.8%	0.0922	-0.235	-0.0713	-0.555	-0.9%	20.5%	-35.0%
COc1ccc(C)cc1NC(=O)CN1CCN(S(=O)(=O)c2ccc(Br)cc2)CC1	-20.8%	5.1%	12.5%	0.3%	-7.6%	-0.0544	-0.375	0.232	0.155	9.1%	-18.5%	-19.0%
COc1ccc(CNC(=O)c2noc3c2CCCC3)cc1	-26.6%	45.4%	2.1%	-0.1%	0.8%	-0.176	-0.186	-0.215	-0.182	1.9%	-0.7%	-51.6%
CCOC(=O)N1CCN(C(=O)c2cc3cc(C)ccc3[nH]2)CC1	-3.6%	17.8%	-1.5%	-0.1%	/	/	/	/	/	/	-12.6%	-11.7%
O=C(Nc1ccncc1)c1ccc(Cl)c(Cl)c1	19.7%	16.6%	2.0%	0.0%	/	/	/	/	/	/	7.6%	-2.2%
COc1ccc(S(=O)(=O)N2CC(C(=O)O)Oc3ccc(CC(=O)O)cc32)cc1 (centres undefined)	11.2%	-12.1%	-3.4%	0.1%	2.0%	0.636	0.147	0.195	-0.285	4.7%	4.0%	-1.0%
COC(=O)c1[nH]c2ccc(C)cc2c1NC(=O)CN1CCCC(C)(C)C1	3.5%	-3.0%	3.0%	-0.1%	13.2%	-0.634	-0.202	-0.441	-1.48	3.8%	-15.9%	-0.5%
CC(C)(C)OC(=O)N/N=C/c1c[nH]c2ccccc12	-35.2%	0.1%	-3.1%	1.0%	8.2%	0.598	-0.161	1.23	-1.15	0.1%	-31.9%	-47.4%
Cc1ccc(NC(=O)COC(=O)CN2C(=O)c3ccccc3C2=O)cc1S(=O)(=O)N(C)C	9.3%	11.2%	-3.0%	-0.3%	-2.3%	2.39	-0.138	1.02	-1.08	3.7%	3.8%	-19.9%
NC(=O)[C@@H]1CCCN1C(=O)c1ccc2oc(CCc3ccccc3)nc2c1	-13.1%	-2.3%	0.3%	0.2%	/	/	/	/	/	/	-14.2%	-50.5%
O=C(CN1C(=O)c2cccnc2Oc2ccc(Cl)cc21)N1CCOCC1	11.1%	7.2%	4.7%	-0.1%	/	/	/	/	/	/	-5.1%	-11.9%
Cn1c(CSCc2ccc(F)cc2)nnc1SCC(=O)Nc1nccs1	9.9%	-5.5%	0.8%	-0.2%	0.8%	-0.36	-0.231	-0.265	0.293	-0.3%	-7.6%	9.5%
COc1cccc(NC(=O)c2ccc(S(=O)(=O)NCc3cccnc3)cc2)c1	38.4%	21.7%	-1.2%	-0.1%	/	/	/	/	/	/	4.9%	12.1%
O=C1/C(=C/c2ccc3c(c2)OCO3)Oc2cc(OCC(=O)N3CC(O)C[C@H]3C(=O)O)ccc21 (some centres undefined)	13.5%	17.2%	-2.2%	-0.1%	/	/	/	/	/	/	-9.1%[20 µM]	-16.9%

(listing goes on)
SMILES	HEK293 NOD2/NF-kB	AID2073	KOR beta-arrestin-1	GPR55 activation	M17LAP inhibition	Dynein transport	Dynein transport cytoplasmic EGFP	Dynein transport nuclear GR-EGFP	Dynein transport cell count	P. falciparum M1AAP	KOR beta-arrestin-2	NOD1 inhibition
O=C(COC(=O)c1ccc2ncsc2c1)Nc1ncc(Cl)cc1Cl	3.3%	-5.7%	-0.4%	-0.3%	22.2%	1.51	-0.298	0.545	-0.492	-0.4%	-5.9%	-14.5%
Nc1ncc(Br)cc1N=Cc1ccccc1	-57.5%	-1.2%	6.6%	-0.3%	1.5%	-0.155	-0.177	-0.0909	0.476	1.2%	18.6%	-50.7%
CCC(C)(C)c1ccc(OCC(=O)Nc2ccncc2)cc1	44.5%	6.6%	3.8%	0.4%	/	/	/	/	/	/	-34.2%	76.9%
O=C(c1cccs1)N1CCN(CCc2ccccc2)CC1	-3.2%	9.3%	-0.5%	-0.1%	7.5%	-0.785	-0.269	-0.796	1.45	6.5%	12.1%	-22.5%
COc1ccc(S(=O)(=O)N2CCOC2CNC(=O)C(=O)NCCN2CCOCC2)cc1 (centres undefined)	5.1%	0.0%	-0.8%	-0.2%	/	/	/	/	/	/	3.9%	-23.3%
Cc1cc(NC(=O)c2ccc([N+](=O)[O-])cc2)n(CCC#N)n1	13.3%	0.2%	-1.6%	0.2%	/	/	/	/	/	/	-4.8%	-20.1%
CC(C)c1ccc(/C=C/C(=O)NC(=S)Nc2ccc(CN3CCOCC3)cc2)cc1	21.9%	-10.3%	0.7%	0.6%	15.8%	1.06	-0.256	0.497	-0.323	8.7%	5.7%	-0.3%
CCN(CC)C(=O)CSc1nc2nc(C)cc(C)c2c(=O)[nH]1	9.4%	-10.2%	-1.3%	0.5%	7.7%	-0.609	-0.285	-0.166	0.425	-2.0%	-13.0%	-17.3%
COC(=O)c1ccc(Nc2ccc3nonc3c2[N+](=O)[O-])cc1	8.1%	0.1%	-5.5%	0.5%	/	/	/	/	/	/	-49.3%[20 µM]	-16.3%
CC1(C)CC(=O)C=C(Nc2ccc(Cl)c(Br)c2)C1	19.5%	12.3%	-2.2%	-0.3%	/	/	/	/	/	/	-16.3%[20 µM]	15.3%
COC(=O)C1=C(C(=O)c2ccccc2)C(c2ccccc2)n2nnnc2N1 (centres undefined)	-10.8%	2.9%	-9.3%	-0.1%	10.4%	0.0857	-0.15	-0.043	-0.252	3.9%	-24.0%[20 µM]	-63.0%
Cc1ccc(C)c(NC(=O)CSc2n[nH]c(-c3ccccn3)n2)c1	29.7%	13.5%	1.8%	0.0%	/	/	/	/	/	/	-28.4%	12.7%
Cc1sc(NC(=O)c2ccco2)c(C(c2cccnc2)N2CCC(C)CC2)c1C (centres undefined)	15.3%	6.6%	1.6%	0.3%	-14.8%	-0.953	0.371	-0.393	0.273	6.9%	-0.6%	56.7%
CCC(=O)NCC(c1ccco1)N1CCN(c2ccc(OC)cc2)CC1 (centres undefined)	-16.6%	-4.7%	-1.3%	-0.3%	1.6%	0.238	-0.335	-0.021	0.159	2.6%	-18.6%	-46.6%
CCCc1ccc(OCC(=O)O)cc1	4.6%	0.0%	-2.3%	-0.3%	5.2%	-0.785	-0.11	-0.219	1.04	4.4%	-5.2%	-30.7%
CC(C)C(=O)Nc1ccc(C(=O)NNC(=O)CCc2ccccc2)cc1	3.4%	1.6%	0.7%	-0.3%	-8.5%	-0.384	-0.236	-0.203	0.593	0.7%	11.3%	1.9%
CC(C)Cc1nnc(NC(=O)CCc2c[nH]c3ccccc23)s1	0.3%	3.3%	-6.3%	0.5%	14.8%	-1.29	-0.187	-0.539	0.407	10.1%	10.7%	-5.2%
COc1ccc(CNc2nc3ccccc3n2C)c(O)c1	-122.9%	3.2%	1.8%	-0.1%	-4.5%	-0.399	-0.246	0.294	-0.813	-7.0%	21.6%	-5.9%
Cc1cc(-c2ccccc2)nc(SC(C(=O)O)c2ccccc2)n1 (centres undefined)	10.8%	27.5%	-2.8%	-0.1%	2.2%	-0.0277	-0.311	0.259	0.782	11.6%	-14.6%	-15.6%
C/C(=N/NS(=O)(=O)c1ccc(Br)cc1)c1ccc(C)o1	-4.1%	-4.0%	-0.3%	-0.2%	-2.8%	-0.543	-0.254	-0.107	0.881	5.4%	/	-9.6%
Cc1cnc(C(=O)OCC(=O)N2c3ccccc3CC2C)cn1 (centres undefined)	2.8%	-11.0%	2.2%	-0.2%	19.5%	-0.906	-0.202	-0.368	0.15	9.2%	-3.3%	-32.4%
COc1ccccc1-c1nnc2sc(-c3cnccn3)nn12	9.1%	-5.8%	-2.3%	-0.1%	12.4%	-0.389	-0.231	-0.211	0.493	2.9%	1.3%	3.3%
